Compound activity as filed in PubChem.
Coupling enz – qHTS Assay for Inhibitors of Fructose-1,6-bisphosphate Aldolase from Giardia Lamblia: Coupling assay counterscreen. coupling enzyme system counterscreen, AmpLite Red fluorescence. activity change, negative = inhibition, % at 58.2 µM, hits read low. actives 0.67% (n = 290,000). AID 2472, 2010; in the data active = activity change below about -30%; note: % is set by controls: 0 for no effect and ±100 for the full control effect
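Fluorescence at 525 nm excitation and 598 nm emission measured inhibition of the coupled detection system without aldolase. Compounds (at 57.5 uM final) were preincubated 10 min at room temperature with coupling enzyme reagent before a 20 min substrate/AmpLite Red step.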
Chronic BCR inh – qHTS Assay to Find Inhibitors of Chronic Active B-Cell Receptor Signaling | ABC-DLBCL IkBa-CBG/CBR reporter, luminescence ratio, 4 h | actives 0.05% (n = 340,000) | Potency, µM (highest dose often 46.1 µM), for inactives: at the top dose ratio change, negative = lower green/red ratio, hits mostly inhibitors | AID 493014, 2011; active = well fitted inhibition curve with a large enough effect in the signal ratio, with a control signal flat, not every such curve was filed as active; inconclusive = small, poorly fitted or top-dose-only effect, or effect the other way, or a change in a side signal; the % refers to the signal ratio;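 note: potency is the fitted concentration of half-maximal effect; plate controls were basal doxycycline-induced cells for no effect and cells given 10 µM MG132 for full effect; MG132 reads +100%, hits lower the ratio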
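Compounds up to 46 uM were incubated four hours with TMD8 cells whose green CBG68 luciferase is fused to IkappaBalpha; red CBR luminescence normalised the signal, and concentration-effect curves were fitted to fusion, red and ratio data.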
GALK inhibitor – qHTS Assay for Inhibitors of Human Galactokinase (GALK); Potency, µM (highest dose often 57.5 µM), inactives show at the highest dose activity change, negative = inhibition, most hits filed as inhibitors; AID 1868, 2009; P51570; Purified GALK, Kinase-Glo residual ATP luminescence; actives 0.007% (n = 270,000); note: potency is the fitted concentration of half-maximal effect; % is set by controls: 0 for no effect and ±100 for the full control effect
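ATP-depletion format; final 35 uM ATP, 100 uM D-galactose, 5 nM enzyme; pH 8.0 HEPES/Mg2+ buffer; 60 min RT; luminescence read 10 min after detection reagent.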
Menin-MLL TR inh – qHTS Assay for Inhibitors Targeting the Menin-MLL Interaction in MLL Related Leukemias: Competition With Texas Red Labeled MLL-derived Mutant Peptide; O00255; AID 1768, 2009; Menin + Texas Red MLL mutant peptide, fluorescence polarization; actives 0.23% (n = 270,000); Potency, µM (doses to about 61.6 µM), without a hit: at the highest dose FP activity change, negative = inhibition, most hits filed as inhibitors; active = well fitted inhibition curve with a large enough effect in the polarisation, with a control signal flat, not every such curve was filed as active; inconclusive = small, poorly fitted or top-dose-only effect, or effect the other way, or a change in a side signal; inactive = no such curve, though single readings can be large or run the other way; the % refers to the polarisation; note: potency is the fitted concentration of half-maximal effect; % of control where 0% means no effect; many of its hits are not listed in these tables
PKM2 activator – qHTS Assay for Activators of Human Muscle isoform 2 Pyruvate Kinase; Pyruvate kinase PKM (Homo sapiens), P14618; purified PKM2, Kinase-Glo ATP luminescence, activation; response scale: 0% is enzyme alone, no compound; Potency, µM (series often up to 57.5 µM), for inactives: at the top dose activation, actives largely listed as activators; actives 0.34% (n = 260,000); AID 1631, 2009; note: potency is the fitted concentration of half-maximal effect; % is set by controls: 0 for no effect and ±100 for the full control effect; nearly all actives have a fitted effect of over 55% in size
Target sequence (P14618 whole entry, looked up, canonical isoform): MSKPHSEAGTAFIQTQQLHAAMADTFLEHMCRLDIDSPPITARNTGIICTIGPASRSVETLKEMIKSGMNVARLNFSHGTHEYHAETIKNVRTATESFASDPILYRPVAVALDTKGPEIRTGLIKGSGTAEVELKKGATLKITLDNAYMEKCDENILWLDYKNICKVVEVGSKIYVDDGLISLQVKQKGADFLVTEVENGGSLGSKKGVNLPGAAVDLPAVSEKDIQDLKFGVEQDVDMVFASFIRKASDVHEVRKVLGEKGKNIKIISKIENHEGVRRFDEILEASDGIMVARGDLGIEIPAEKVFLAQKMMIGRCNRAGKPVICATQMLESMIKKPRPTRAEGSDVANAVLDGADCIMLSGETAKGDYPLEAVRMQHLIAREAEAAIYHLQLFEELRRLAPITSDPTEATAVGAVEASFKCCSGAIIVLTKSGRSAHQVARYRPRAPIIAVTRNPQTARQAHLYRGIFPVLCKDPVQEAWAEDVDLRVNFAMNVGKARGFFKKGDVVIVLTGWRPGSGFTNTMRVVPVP
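Kinase-Glo luminescence reports ATP generated from ADP (0.1 mM) and PEP (0.5 mM) by purified hPK-M2 after 1 h at room temperature, pH 7.2 imidazole buffer; intermediate enzyme activity allows detecting inhibitors and activators.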
ASM inhibitor – Inhibitors of Secretory Acid Sphingomyelinase (S-ASM): qHTS | Sphingomyelin phosphodiesterase (Homo sapiens), P17405 | AID 504937, 2011 | placental ASM, HMU-PC fluorogenic substrate, 60 min | Potency, µM (highest dose often 57.5 µM), inactives show top-dose activity change, negative = inhibition, usual class: inhibitors | actives 0.006% (n = 340,000); note: potency is the fitted concentration of half-maximal effect
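Fluorescence read-out (Ex 386 nm, Em 447 nm) after stopping the reaction at pH 10. Enzyme: ASM from human placenta; substrate HMU-PC0, 9 uM final; 60 min, 37 °C. Compound preincubation 10 min, ambient temperature.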
B2AR arrestin – qHTS assay of beta-arrestin-biased ligands of beta2-adrenergic receptor | beta-arrestin recruitment to beta2AR, cell-based reporter | Beta-2 adrenergic receptor (Homo sapiens), P07550 | actives 0.02% (n = 330,000) | AID 492947, 2010 | Potency, µM (doses to about 46.1 µM), without a hit: at the top dose activation, usual class: activators;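 note: potency is the fitted concentration of half-maximal effect; 0% = DMSO controls and full agonism = EC100 isoproterenol or metaproterenol; nearly all actives have a fitted effect of over 65% in size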
Target sequence (P07550 whole entry, looked up): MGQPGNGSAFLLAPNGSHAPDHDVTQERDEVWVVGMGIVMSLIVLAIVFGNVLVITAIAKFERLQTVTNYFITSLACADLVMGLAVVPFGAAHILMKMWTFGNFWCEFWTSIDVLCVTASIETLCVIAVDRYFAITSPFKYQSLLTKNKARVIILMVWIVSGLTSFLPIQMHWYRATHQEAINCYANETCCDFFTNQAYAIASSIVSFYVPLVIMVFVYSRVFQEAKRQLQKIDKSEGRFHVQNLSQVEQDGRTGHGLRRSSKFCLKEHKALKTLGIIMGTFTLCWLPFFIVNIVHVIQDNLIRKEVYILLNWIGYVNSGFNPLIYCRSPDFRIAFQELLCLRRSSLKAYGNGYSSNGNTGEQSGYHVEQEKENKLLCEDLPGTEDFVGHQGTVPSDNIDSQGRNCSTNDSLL
Tb PFK block – qHTS Assay to Find Inhibitors of T. brucei phosphofructokinase; ATP-dependent 6-phosphofructokinase (Trypanosoma brucei brucei), O15648; T. brucei PFK, ADP-Glo luminescence; Potency, µM (top dose mostly 57.5 µM), inactives show at the highest dose activity, negative = inhibition, actives largely listed as inhibitors; actives 0.17% (n = 330,000); AID 485367, 2010;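 note: potency is the fitted concentration of half-maximal effect; 0% = uninhibited 1x PFK enzyme wells and -100% = no-enzyme wells; nearly all actives have a fitted effect of over 60% in size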
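Luminescent ADP detection (ADP-Glo, two-step: ATP depletion then ADP-to-ATP conversion for luciferase) reported PFK activity after 45 min room-temperature reaction of 1.25 nM enzyme with 0.5 mM F6P and 0.1 mM ATP at pH 8.0.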
TSG101-PTAP inh – qHTS Assay for Iinhibitors of HIV-1 Budding by Blocking the Interaction of PTAP/TSG101; Tumor susceptibility gene 101 protein (Homo sapiens), Q99816; Fluorescence polarization, FITC-PTAP peptide / Tsg101 binding; Potency, µM (titrated, usually from 115 µM), without a hit: at the top dose activity change, negative = inhibition, hits mostly inhibitors; 340,000 tested, under 10 active; active = well fitted inhibition curve with a large enough effect in the main read-out, with a control signal flat, not every such curve was filed as active; inconclusive = small, poorly fitted or top-dose-only effect, or effect the other way, or a change in a side signal; inactive = no such curve, though single readings can be large or run the other way; note: potency is the fitted concentration of half-maximal effect; % of control where 0% means no effect
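Fluorescence anisotropy tracks displacement of a FITC-tagged PTAP peptide (50 nM) from the Tsg101 binding domain (10 uM), following a 20 min room-temperature incubation at pH 7.5.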
a7 integrin act – qHTS for Activators of Integrin-Mediated Alleviation for Muscular Dystrophy; alpha7betagal myoblasts, beta-gal FDG fluorescence, 48 h; AID 624291, 2012; actives 0.064% (n = 350,000); Potency, µM (highest dose often 38.3 µM), inactives show top-dose activation, actives largely listed as activators;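 note: potency is the fitted concentration of half-maximal effect; 100% = response of the positive control SU9516; nearly all actives have a fitted effect of over 60% in size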
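alpha7betagal+/- myoblasts (passage 13, 250/well) treated 48 h at 37C with compounds at 1:260 dilution of DMSO stock. Lysed, then beta-galactosidase activity read as FDG fluorescence (ex 480/em 540) after 30 min, with pre-read for autofluorescence.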
Giardia kill – Small Molecules that selectively kill Giardia lamblia: qHTS. Giardia lamblia trophozoite viability. activity change, % at 7.66 µM, hits read low. actives 0.15% (n = 340,000). AID 540267, 2011; in the data active = activity change below about -80%; inconclusive = between about -30% and that limit;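 note: parasites exposed to compound for two days anaerobically before the ATP read; % is set by controls: 0 for no effect and ±100 for the full control effect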
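Trophozoite viability was measured as ATP-dependent luminescence, read 15-30 min after reagent addition. Before that, parasites at 100 cells/well were exposed to compounds for 48 h, anaerobically, at 37 deg C.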
The depositor's hits bear a star; u = inconclusive; x = not tested or not shown; [ ] = remark or other dose. Unless noted, calls come from the whole dose curve; as a rule, active = well fitted curve in the direction sought with a large enough effect; inconclusive = small, poorly fitted or top-dose-only effect, or another doubt; inactive = no such curve, though single readings can be large; an effect the other way counts as inactive or inconclusive. Only part of the results is shown (hit frequency here may not be typical).

No.	Molecule	a7 integrin act	Chronic BCR inh	Giardia kill	TSG101-PTAP inh	ASM inhibitor	Coupling enz	Menin-MLL TR inh	B2AR arrestin	PKM2 activator	GALK inhibitor	Tb PFK block
1	CCCCN(C(=O)c1cccc(S(=O)(=O)N2CC(C)OC(C)C2)c1)c1c(N)n(CC(C)C)c(=O)[nH]c1=O (centres undefined)	-2%	0%	-5	0%	32%[activator]	-1	-5%	2.4%	-3%	5%	-2%
2	CC(=O)Cc1ccccc1OC(=O)c1ccco1	0%	-5%	-3	-7%	4%	0	-1%	-0.4%	2%	1%	3%
3	CC(=O)c1ccc(NC(=S)N2CCN(CCO)CC2)cc1	16%	1%	-10	0%	2%	-1	1%	-0.2%	2%[11.5 µM]	-2%	-3%
4	Cc1c(C(=O)N2CCOCC2)c(S(=O)(=O)N2CCN(c3ccc(Cl)cc3)CC2)c(C)n1C	-11%	6%	3	-1%	-3%	0	-3%	-0.3%	x	0%	0%
5	CCSc1nnc(NC(=O)C2CCCCC2)s1	-10%	u	-7	-9%	-1%	2	2%	-0.1%	-3%	1%	1%
6	O=C1NC2(CCCCCC2)C(=O)N1Cc1ccc(Cl)cc1Cl	-4%	16%	-22	2%	-6%	3	8%	-0.2%	x	-2%	0%
7	CN(C)c1ccc(C=Nc2ccc(N(C)C)cc2)cc1	-39%	u	-1	-3%	-1%	-29	u	8.1%	-8%	0%	-3%
8	O=C(N/N=C/c1ccc([N+](=O)[O-])cc1)c1cccnc1	0%	-1%	-10	-5%	-8%	-3	-5%	-0.8%	1%	3%	1%
9	CCCCn1c(=O)c(CC(C)=O)nc2ccccc21	-17%	4%	29	-5%	10%	0	0%	-2.5%	1%	x	4%
10	COC(=O)C(=Cc1ccccc1[N+](=O)[O-])C(=O)OC	-61%[inhibitor]	u	12	-6%	-1%	0	-24%	-1.0%	9%	4%	1%
11	COc1ccc(CNC(=O)C2CCN(C(=O)[C@@H](CC(C)C)NC(=O)OC(C)(C)C)CC2)cc1	x	10%	x	x	x	0	-4%	0.3%	7%	6%	0%
12	O=C(c1ccc(F)cc1)N1CCN(c2ccc([N+](=O)[O-])c(N3CCCCC3)c2)CC1	-12%	u	13	-6%	-22%	3	-12%	-3.8%	1%	2%	-4%
13	CCOC(=O)C1=CNS(=O)(=O)NC1c1ccc(C(=O)OC)cc1 (centres undefined)	-7%	1%	26	0%	12%	x	x	-0.7%	x	x	-2%
14	COC(=O)C1=CN(c2cc(C)cc(C)c2)C=C(C(=O)OC)C1c1ccc(OC)c(O)c1	u	-21%	-14	-12%	169%[activator]	-3	-20%	0.0%	x	-1%	-7%
15	COc1ccc(N2C(=O)CSC2c2ccc3c(c2)OCO3)c(OC)c1 (centres undefined)	-5%	-3%	19	-7%	5%	0	-6%	-1.8%	-6%	0%	0%
16	Cc1ccc(N2C(=O)CC(C)CC2=O)cc1	-14%	2%	11	-1%	2%	0	-13%	0.2%	x	-2%	-6%

Single records (already shown). Order of values: a7 integrin act, Chronic BCR inh, Giardia kill, TSG101-PTAP inh, ASM inhibitor, Coupling enz, Menin-MLL TR inh, B2AR arrestin, PKM2 activator, GALK inhibitor, Tb PFK block
Profile of COc1ccc(N2C(=O)CSC2c2ccc3c(c2)OCO3)c(OC)c1 (centres undefined) : -5%, -3%, 19, -7%, 5%, 0, -6%, -1.8%, -6%, 0%, 0%
Profile of CCOC(=O)C1=CNS(=O)(=O)NC1c1ccc(C(=O)OC)cc1 (centres undefined) : -7%, 1%, 26, 0%, 12%, x, x, -0.7%, x, x, -2%

New compounds follow.
No.	Molecule	a7 integrin act	Chronic BCR inh	Giardia kill	TSG101-PTAP inh	ASM inhibitor	Coupling enz	Menin-MLL TR inh	B2AR arrestin	PKM2 activator	GALK inhibitor	Tb PFK block
17	CC(C)(C)c1ccc(-c2n[nH]c(=S)n2Cc2ccccc2)cc1	-10%	u	-9	-1%	-7%	7	-28%	2.7%	x	-2%	0%
18	Cc1cc(NS(=O)(=O)c2ccc(NC(=O)c3ccc([N+](=O)[O-])c(Cl)c3)cc2)no1	27%	5%	11	x	-3%	x	x	0.0%	0%	-1%	0%
19	CCOC(=O)c1nn(-c2ccccc2)c2nnc(Cc3ccccc3)c(=O)n12	-7%	0%	37[activator]	-2%	-2%	5	-25%	-0.7%	-20%	1%	-1%
20	CN(C)C=Nc1c(C(=O)c2ccccc2)sc2nccc(N(C)C)c12	u	1%	20	-11%	-11%	3	-3%	-0.3%	4%	x	-6%
21	O=C(O)c1cccnc1SCc1cn2cc(Cl)ccc2n1	0%	u	-4	-6%	2%	7	x	-0.7%	0%	0%	-3%
22	CC1CCCC(NC(=O)COC(=O)c2ccc3ncsc3c2)C1C (centres undefined)	10%	-6%	20	1%	3%	x	x	-0.1%	x	x	0%
23	CC1CC(C)CN(C(=O)c2ccncc2)C1 (centres undefined)	1%	u	11	2%	-1%	5	-7%	0.2%	2%	-2%	1%
24	Cc1cc(C(=O)Nc2ccc(F)cc2C)n(-c2ccccc2)n1	-22%	3%	8	-1%	2%	0	x	-0.6%	-2%	x	2%
25	CCOC(=O)c1c(NC(C)=O)sc2c(O)cccc12	-11%	u	-4	1%	-1%	3	7%	0.3%	-15%	1%	-6%
26	COc1ccc(N=C/C=C2\C=C(c3ccccc3)OC(C)(C)O2)cc1	-49%	6%	17	-5%	-6%	-3	-15%	-0.9%	-1%	-4%	-3%
27	CCCCNC(=O)C1CCCN1C(=O)NC1CCCCC1 (centres undefined)	-12%	-7%	6	1%	-3%	5	-16%	-0.4%	-1%	-2%	1%
28	CCC(C)N1C(=O)CCC1C(=O)N1CCN(c2ccccc2F)CC1 (centres undefined)	25%[7.66 µM]	5%	0	-10%	9%	4	-14%	5.1%	3%	-2%	-1%
29	CC(C)c1ccc(NC(=O)CSc2nc(=O)n(CCCN3CCOCC3)c3c2CCC3)cc1	u	-2%	-5	0%	-1%	x	x	0.2%	x	x	-1%
30	O=C(O)CNC(=O)CC1S/C(=N/N=C/c2ccccc2O)NC1=O (centres undefined)	0%	0%	5	0%	280%[activator]	3	7%	0.1%	-25%	-11%	5%
31	CCc1cc2cc3c(cc2nc1SCC(=O)Nc1cc(C)on1)OCO3	-57%[inhibitor]	5%	3	-2%	-2%	2	-11%	0.0%	-7%	1%	-3%
32	O=[N+]([O-])c1ccc(-c2csc3[n+]2CCS3)cc1	-13%	8%	-4	-2%	-3%	0	2%	-0.2%	0%	5%	0%
33	CC1CCN(CCCCOc2ccc(C(=O)c3ccccc3)cc2)CC1	-39%[inhibitor]	15%	7	-5%	-1%	1	-16%	0.5%	-3%	1%	-5%
34	Cc1ccccc1C(=O)c1cccn1CC(=O)NCCCN1CCCCC1	u	-8%	9	1%	-3%	-1	-11%	0.2%	x	1%	-3%
35	O=C(Cc1ccccc1)N1CCC(c2nc3ccccc3[nH]2)CC1	-21%	u	-3	-5%	4%	8	0%	-0.2%	-4%	-1%	-2%
36	CCCCN(C(=O)CN1C(=O)C2CCCCC2C1=O)c1c(N)n(CCC)c(=O)[nH]c1=O (centres undefined)	0%	3%	-6	-1%	57%[activator]	x	x	-0.8%	x	x	-2%
37	O=C1c2ccccc2C(=O)N1CCCCN(C(=O)c1ccc([N+](=O)[O-])cc1)c1ccc(Cl)cc1	-11%	13%	0	-2%	-10%	-1	0%	-0.2%	-8%	-1%	1%
38	COc1cc(-c2noc(C)c2C#CC2(N)CCCCC2)cc(OC)c1OC	-1%	u	11	1%	-8%	1	u	-0.4%	0%	x	2%
